Source: PubChem BioAssay
Pol beta inh: qHTS Assay for Inhibitors of DNA Polymerase Beta; actives 1.3% (n = 340,000); P06746; Potency, µM (series often up to 114 µM), inactives show at the highest dose activity change, negative = inhibition, most hits filed as inhibitors; Pol beta primer extension/strand displacement, fluorescence kinetic; further: potency means the concentration at half of the fitted maximal effect; on the % scale 0 is the no-effect control and ±100 the full control effect
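Values derive from four-parameter Hill fits of normalized kinetic data: reads at 0 and 10 min following addition of 50 nM substrate to 10 nM Pol beta preincubated 15 min with compound.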
POLH inh: qHTS for Inhibitors of Polymerase Eta. recombinant Pol eta, fluorescent DNA replication assay. Potency, µM (top dose mostly 114 µM), for the others: top-dose activity change, negative = inhibition, hits mostly inhibitors. actives 1.2% (n = 390,000); further: potency means the concentration at half of the fitted maximal effect; on the % scale 0 is the no-effect control and ±100 the full control effect
Target sequence (Q9Y253 whole entry, looked up): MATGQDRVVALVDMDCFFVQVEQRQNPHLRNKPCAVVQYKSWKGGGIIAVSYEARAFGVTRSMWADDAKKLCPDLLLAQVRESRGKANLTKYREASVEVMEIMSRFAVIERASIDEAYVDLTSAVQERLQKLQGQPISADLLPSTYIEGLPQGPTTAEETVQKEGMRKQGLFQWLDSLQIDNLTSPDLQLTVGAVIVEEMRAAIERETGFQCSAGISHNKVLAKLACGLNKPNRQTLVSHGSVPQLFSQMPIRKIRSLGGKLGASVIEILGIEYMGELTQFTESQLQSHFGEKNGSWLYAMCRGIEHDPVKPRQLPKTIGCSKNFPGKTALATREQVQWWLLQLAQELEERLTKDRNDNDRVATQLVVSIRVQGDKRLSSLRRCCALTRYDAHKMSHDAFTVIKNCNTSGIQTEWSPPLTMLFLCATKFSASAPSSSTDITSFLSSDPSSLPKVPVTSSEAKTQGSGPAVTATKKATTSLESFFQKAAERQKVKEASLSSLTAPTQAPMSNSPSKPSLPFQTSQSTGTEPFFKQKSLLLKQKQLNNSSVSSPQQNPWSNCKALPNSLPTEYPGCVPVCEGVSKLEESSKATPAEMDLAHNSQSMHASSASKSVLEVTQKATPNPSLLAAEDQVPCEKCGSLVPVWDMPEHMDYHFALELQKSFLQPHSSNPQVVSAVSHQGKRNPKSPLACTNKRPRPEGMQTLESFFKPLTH
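Fluorescent replication assay: 50 nM final substrate added after a 15 min room-temperature compound preincubation with 10 nM enzyme. Signal taken at 0 min and again at 10 min.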
LDHA inh: qHTS assay for inhibitors of human lactate dehydrogenase; activity change, % (values are at about 110 or 230 µM); L-lactate dehydrogenase A chain (Homo sapiens), P00338; actives 0.15% (n = 480,000); purified LDHA, NADH/diaphorase-resazurin fluorescence; active compounds read low; in the data active means activity change below about -30%; inconclusive means mostly about -25% to -30%;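 further: plate controls were DMSO wells for no effect and wells without enzyme for full effect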
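Resorufin fluorescence (ex540/em590), read at 0 and 20 min after diaphorase/resazurin addition, reports the NADH left after a 5 min room-temperature reaction of 2 nM human LDH5 with 0.06 mM NADH and 0.2 mM pyruvate.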
GRP78 ERSR act: qHTS for Inducers of the Endoplasmic Reticulum Stress Response (ERSR) in Human Glioma: qHTS; U87-MG GRP78 promoter luciferase reporter, 16 h; Potency, µM, without a hit: at the highest dose activation, usual class: activators; actives 0.02% (n = 420,000); further: potency means the concentration at half of the fitted maximal effect; series mostly up to about 76 µM; % of control where 0% means no effect; nearly all actives have a fitted effect of over 35% in size
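Stably transfected U87-MG human glioma cells carrying a GRP78-based luminescent sensor were seeded at 1000 cells/well, pin-dosed with compounds and incubated 16 h. Luciferase reagent was then added, and end-point luminescence was read after 10 min at room temperature.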
BLM inh: qHTS Assay for Inhibitors of Bloom's syndrome helicase (BLM). recombinant BLM DNA unwinding, fluorescence dequenching. Potency, µM (titrated, usually from 56.1 µM), without a hit: at the highest dose activity change, negative = inhibition, actives largely listed as inhibitors. actives 0.2% (n = 350,000). AID 2528, 2010;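 further: potency means the concentration at half of the fitted maximal effect; plate controls were vehicle for no effect and no enzyme for full effect; nearly all actives have a fitted effect of over 35% in size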
Apoferritin bind: qHTS Assay for Identification of Novel General Anesthetics. Ferritin light chain (Equus caballus), P02791. apoferritin/1-aminoanthracene competitive binding, fluorescence. Potency, µM (series often up to 77.5 µM), without a hit: at the highest dose activity change, negative = displacement, actives largely listed as inhibitors. actives 0.074% (n = 350,000). AID 485281, 2010; further: potency means the concentration at half of the fitted maximal effect; on the % scale 0 is the no-effect control and ±100 the full control effect; nearly all actives have a fitted effect of over 20% in size
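Apoferritin-based anesthetic binding model; compound displacement of fluorescent 1-AMA measured as endpoint fluorescence after 10 minutes at room temperature, scaled to free-ligand and complex controls.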
APE1 inh: qHTS Assay for Inhibitors of the Human Apurinic/apyrimidinic Endonuclease 1 (APE1); recombinant APE1, TAMRA/BHQ-2 abasic DNA cleavage fluorescence; DNA repair nuclease/redox regulator APEX1 (Homo sapiens), P27695; Potency, µM (titrated, usually from 65.8 µM), for the others: top-dose activity change, negative = inhibition, hits mostly inhibitors; AID 2517, 2012; actives 0.35% (n = 350,000);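 further: potency means the concentration at half of the fitted maximal effect; plate controls were vehicle for no effect and reference inhibitor for full effect; nearly all actives have a fitted effect of over 55% in size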
Target sequence (P27695 whole entry, looked up): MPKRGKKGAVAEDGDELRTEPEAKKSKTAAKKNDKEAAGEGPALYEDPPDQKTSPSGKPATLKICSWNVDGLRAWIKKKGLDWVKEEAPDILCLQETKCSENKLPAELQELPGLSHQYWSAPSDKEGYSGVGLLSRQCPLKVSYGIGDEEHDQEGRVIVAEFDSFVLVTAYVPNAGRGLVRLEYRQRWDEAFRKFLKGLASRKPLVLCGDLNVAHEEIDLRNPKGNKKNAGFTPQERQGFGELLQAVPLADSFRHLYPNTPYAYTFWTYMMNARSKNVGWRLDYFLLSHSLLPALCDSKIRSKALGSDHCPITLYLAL
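APE1 at 0.75 nM final was preincubated with compound 15 min at room temperature, then 50 nM double-stranded THF abasic-site substrate (5'-TAMRA/3'-BHQ-2) was added. Fluorescence (ex 525/em 598 nm) was read kinetically; third-minus-first read gave activity.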
Pol iota inh: qHTS for Inhibitors of Polymerase Iota; Pol iota fluorescent replication assay, 10 min; actives 1% (n = 390,000); AID 588590, 2011; Potency, µM (highest dose often 115 µM), inactives show top-dose activity, negative = inhibition, usual class: inhibitors; further: potency means the concentration at half of the fitted maximal effect
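Fluorescent replication assay read twice, at 0 min and 10 min after adding 50 nM (final) substrate. Enzyme (10 nM) and compounds were first incubated 15 min at room temperature; enzyme-free buffer wells were negative controls.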
Pol kappa inh: qHTS for Inhibitors of Polymerase Kappa. DNA polymerase kappa (Homo sapiens), Q9UBT6. purified Pol kappa, fluorescent DNA synthesis assay, 10 min. Potency, µM (titrated, usually from 107 µM), inactives show at the highest dose activity, negative = inhibition, most hits filed as inhibitors. actives 0.53% (n = 400,000); further: potency means the concentration at half of the fitted maximal effect; on the % scale 0 is the no-effect control and ±100 the full control effect
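Fluorescent qHTS in 1536-well format: enzyme (10 nM) and compound sat 15 min at room temperature before 50 nM substrate (final) was added. Signal taken at 0 and 10 min; no-enzyme buffer wells were negative controls.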
Active calls of the source: *; ? = inconclusive; / = no result given; [ ] = dose if it differs, or a comment. Unless noted, the call rests on the fitted dose curve; in most records, active means well fitted curve in the direction sought with a large enough effect; inconclusive means small, poorly fitted or top-dose-only effect, or another doubt; inactive means no such curve, though single readings can be large; an effect the other way counts as inactive or inconclusive.

SMILES	Pol beta inh	POLH inh	LDHA inh	GRP78 ERSR act	BLM inh	Apoferritin bind	APE1 inh	Pol iota inh	Pol kappa inh
NS(=O)(=O)c1ccc(NC(=O)c2cc(-c3cc(Cl)ccc3O)n[nH]2)cc1	8%	-15%	-13	-6%	-6%	-6%	-7%	74%[activator]	-6%
CC(=O)Nc1cccc(OCC(O)Cn2c(C)nc3ccccc32)c1 (configuration not stated)	5%	-6%	1	-3%	-5%	3%	-4%	14%	-13%
COc1ccc(-c2nc(CSCC(=O)N3CCN(c4ccccc4)CC3)c(C)o2)cc1	11%	-9%	-4	-5%	-5%	71%[activator]	/	3%	-6%
CC(C)CN1C(=O)C(=Nc2cccnc2)c2ccccc21	0%	-12%	3	1%	-2%	-10%	0%	39%[activator]	9%
COc1ccc(Cl)cc1C(=O)NNC(=O)c1cccs1	/	-5%	-5	-3%	/	/	18%	18%	-2%
CC1CC(NC(=O)N(C)C)N(C)C(=O)N1 (configuration not stated)	21%	-6%	-9	-2%	3%	-1%	-2%	13%	-1%
CCOCCn1c(=NC(=O)CSCC(=O)N2CCOCC2)sc2cc(OC)ccc21	2%	-3%	0	0%	-11%	-11%	-2%	6%	-3%
Cc1cc(C(=O)Nc2ccc(Cl)c(S(=O)(=O)N3CCOCC3)c2)c2ccccc2n1	/	-4%	-4	-4%	/	/	9%	11%	-1%
Cc1ccc(S(=O)(=O)N(C)c2ccc(OCC(=O)N3CCCCC3)cc2)cc1	22%	-6%	-6	-5%	-3%	-12%	-12%	14%	-1%
c1ccc(-c2noc(-c3ccc4ccccc4c3)n2)nc1	22%	6%	-4	-16%	-7%	-9%	?	12%	-13%
COc1ccc(C(=O)/C=C/Nc2ccc(S(=O)(=O)Nc3onc(C)c3C)cc2)cc1	34%	?	-11	8%	5%	5%	16%	4%	-3%
CC1CN(c2sc(S(C)(=O)=O)nc2S(=O)(=O)c2ccc(Cl)cc2)CC(C)O1 (configuration not stated)	-4%	-4%	-4	2%	1%	0%	-17%	-1%	-15%
Cc1ccccc1N1CC(=O)N(c2ccccc2C)CC1=O	6%	5%	-3	-1%	-3%	-5%	0%	9%	-18%
COc1ccc(OC)c(CNC(=O)CCCc2cn(C)c3ccccc23)c1	12%	-9%	4	-3%	-10%	49%	2%	-20%	13%
Cc1ccc2c3c(c(SCC(=O)Nc4nonc4C)nc2c1)CCCC3	34%	5%	-1	-2%	-2%	-3%	12%	95%[activator]	11%
COc1ccccc1NC(=O)CSc1nc2c(oc3ccccc32)c(=O)n1C	24%	-24%	-20	-6%	-4%	6%	-14%	47%[activator]	1%
O=C(Cc1cccs1)Nc1nc2c(ccc3ccccc32)s1	-13%	5%	4	0%	1%	8%	-7%	-7%	-9%
CCOc1ccc(C(=O)N(c2ccccn2)C2CCCCC2)cc1	1%	-20%	0	-2%	1%	-5%	-7%	2%	-9%
CN(C)C1(CNC(=O)C2CCN(S(=O)(=O)c3ccccc3C(F)(F)F)CC2)CCCCC1	16%	?	-8	-4%	-1%	-10%	19%	14%	-8%
COc1cccc(/C=N/NC(=O)CNC(=O)c2ccncc2)c1O	18%	-1%	2	-6%	-1%	-4%	2%	-5%	-21%
Cc1ccc(NC(=O)CNC(c2ccccc2)c2ccccc2)c(F)c1	19%	-25%	3	-2%	-13%	-7%	6%	0%	-3%
COc1ccc(-c2nn(-c3ccccc3)cc2C(=O)Nc2cccc(S(=O)(=O)NC3=NCCC3)c2)cc1	/	-19%	-3	-5%	/	/	-17%	4%	-19%
CCc1cc2ccc(OC)cc2nc1SCC(=O)Nc1cc(C)on1	2%	-21%	-3	6%	2%	-14%	3%	14%	0%
COc1ccccc1OCCC(=O)NNC(=O)c1ccccc1F	/	-10%	-4	-3%	/	/	17%	-19%	-6%
Cc1ccc(S(=O)(=O)Nc2cccc3c2O[C@H](CN(C)Cc2ccccc2)[C@@H](C)CN([C@H](C)CO)C3=O)cc1	/	-5%	4	-5%	/	/	45%[activator]	31%[activator]	11%
CCc1cccc(C)c1NC(=O)C(C)Sc1nc2c(c(=O)[nH]1)CCCC2 (configuration not stated)	-3%	/	-4	/	-2%	6%	/	10%	-21%
CCCC(=O)N1CC(=O)Nc2ccc(C)cc2C1c1ccccc1 (configuration not stated)	16%	-13%	-8	-4%	-5%	-16%	12%	177%[activator]	-16%
COc1ccc(CN(C2CC2)S(=O)(=O)c2ccccc2Br)cc1	/	-9%	-4	-4%	/	/	-21%	2%	-16%
Cc1cccc(CNc2ncncc2-c2ccccc2C)c1	/	/	/	-2%	-2%	/	-10%	/	-2%[60.1 µM]
O=C(CCNC(=O)c1ccco1)Nc1ccccc1	-17%	-3%	-1	-1%	-4%	10%	62%[activator]	-28%	-13%
Cc1nc(NC(=O)C(C)Oc2cccc(Cl)c2)sc1C(=O)N(C)C (configuration not stated)	0%	-17%	-2	1%	-1%	2%	-3%	-9%	-5%
C=CCNC1=C(Cl)C(=O)N(Cc2ccccc2)C1=O	1%	-9%	-2	-2%	2%	0%	5%	?	-11%
CC(C)(C)C(=O)/C=c1\[nH]c(=O)/c(=C\c2ccc(C#N)cc2)s1	-7%	7%	-3	-1%	-2%	-15%	1%	2%	-22%
O=C(O)c1cc(S(=O)(=O)N2CCN(c3ccccn3)CC2)ccc1Cl	-6%	-14%	-6	-4%	-1%	-6%	-2%	131%[activator]	-2%
CCS(=O)(=O)Nc1cccc(C2=NN(S(=O)(=O)c3ccc(F)cc3)C(c3cccs3)C2)c1 (configuration not stated)	16%	-29%	-3	-1%	-5%	-11%	1%	111%[activator]	-6%
COc1cccc2sc(N3CCN(C(=O)CS(=O)(=O)c4ccc(Cl)cc4)CC3)nc12	-13%	-3%	2	-3%	1%	-1%	/	17%	-11%[60.1 µM]

A portion from further up, for reference:
SMILES	Pol beta inh	POLH inh	LDHA inh	GRP78 ERSR act	BLM inh	Apoferritin bind	APE1 inh	Pol iota inh	Pol kappa inh
Cc1ccc(NC(=O)CNC(c2ccccc2)c2ccccc2)c(F)c1	19%	-25%	3	-2%	-13%	-7%	6%	0%	-3%
COc1ccc(-c2nn(-c3ccccc3)cc2C(=O)Nc2cccc(S(=O)(=O)NC3=NCCC3)c2)cc1	/	-19%	-3	-5%	/	/	-17%	4%	-19%
CCc1cc2ccc(OC)cc2nc1SCC(=O)Nc1cc(C)on1	2%	-21%	-3	6%	2%	-14%	3%	14%	0%
COc1ccccc1OCCC(=O)NNC(=O)c1ccccc1F	/	-10%	-4	-3%	/	/	17%	-19%	-6%
Cc1ccc(S(=O)(=O)Nc2cccc3c2O[C@H](CN(C)Cc2ccccc2)[C@@H](C)CN([C@H](C)CO)C3=O)cc1	/	-5%	4	-5%	/	/	45%[activator]	31%[activator]	11%
CCc1cccc(C)c1NC(=O)C(C)Sc1nc2c(c(=O)[nH]1)CCCC2 (configuration not stated)	-3%	/	-4	/	-2%	6%	/	10%	-21%
CCCC(=O)N1CC(=O)Nc2ccc(C)cc2C1c1ccccc1 (configuration not stated)	16%	-13%	-8	-4%	-5%	-16%	12%	177%[activator]	-16%
COc1ccc(CN(C2CC2)S(=O)(=O)c2ccccc2Br)cc1	/	-9%	-4	-4%	/	/	-21%	2%	-16%
Cc1cccc(CNc2ncncc2-c2ccccc2C)c1	/	/	/	-2%	-2%	/	-10%	/	-2%[60.1 µM]
O=C(CCNC(=O)c1ccco1)Nc1ccccc1	-17%	-3%	-1	-1%	-4%	10%	62%[activator]	-28%	-13%
Cc1nc(NC(=O)C(C)Oc2cccc(Cl)c2)sc1C(=O)N(C)C (configuration not stated)	0%	-17%	-2	1%	-1%	2%	-3%	-9%	-5%
C=CCNC1=C(Cl)C(=O)N(Cc2ccccc2)C1=O	1%	-9%	-2	-2%	2%	0%	5%	?	-11%
CC(C)(C)C(=O)/C=c1\[nH]c(=O)/c(=C\c2ccc(C#N)cc2)s1	-7%	7%	-3	-1%	-2%	-15%	1%	2%	-22%

The results go on.
SMILES	Pol beta inh	POLH inh	LDHA inh	GRP78 ERSR act	BLM inh	Apoferritin bind	APE1 inh	Pol iota inh	Pol kappa inh
O=C(NCCCN1CCCC1)c1ccc2c(c1)N(Cc1cccc(Cl)c1)C(=O)c1ccccc1S2=O (configuration not stated)	13%	4%	-1	-8%	-2%	-19%	17%	6%	0%
C[n+]1cc[nH]c1SCC(=O)c1ccc(Cl)cc1	/	-20%	-2	1%	-2%	-19%	0%	16%	7%
Cc1nn(C)c(Oc2cccc(Cl)c2)c1C#N	22%	-6%	1	-1%	-6%	?	-4%	35%	9%
CC(CN1CCCCC1)OC(=O)C1c2ccccc2Oc2ccccc21 (configuration not stated)	2%	3%	4	-2%	1%	-17%	4%	12%	-3%
O=S(=O)(c1ccccc1)c1nc(-c2ccco2)oc1NCc1ccco1	-11%	-12%	-5	4%	-5%	-6%	-4%	-5%	-7%
CN(Cc1ccccc1)c1ccc(S(=O)(=O)N2CCOCC2)cn1	-1%	0%	-6	0%	0%	-12%	6%	4%	-9%
COc1cc(OC)cc(-c2cn[nH]c2N)c1	-1%	4%	-4	0%	0%	-11%	2%	-12%	-17%
CCCN1C(=O)c2cc(C(=O)O)ccc2C1O (configuration not stated)	?	-11%	-10	-1%	0%	10%	?	?	-25%
O=C(/C=C\Nc1ccc2c(c1)OCO2)c1ccc(Cl)s1	-13%	-9%	4	3%	-7%	-14%	0%	-14%	-7%

Not all compounds are listed, so the mix of outcomes need not match the whole.
